# Assay outcomes (PubChem BioAssay)
# RXFP1 ag = qHTS Assay for Agonists of the Relaxin Receptor RXFP1; 370,000 compounds, 0.3% hits; Potency, µM (highest dose often 57.5 µM), without a hit: at the top dose activation, actives largely listed as activators; AID 2676, 2010; HEK293T-RXFP1 cAMP TR-FRET, 30 min; response scale: percent of porcine relaxin response, buffer zero; also: % is scaled to controls: 0 for no effect and ±100 for the full control effect; nearly all actives have a fitted effect of over 60% in size; many of its hits are not listed in these tables
# Target sequence (Q9HBX9 whole entry, looked up): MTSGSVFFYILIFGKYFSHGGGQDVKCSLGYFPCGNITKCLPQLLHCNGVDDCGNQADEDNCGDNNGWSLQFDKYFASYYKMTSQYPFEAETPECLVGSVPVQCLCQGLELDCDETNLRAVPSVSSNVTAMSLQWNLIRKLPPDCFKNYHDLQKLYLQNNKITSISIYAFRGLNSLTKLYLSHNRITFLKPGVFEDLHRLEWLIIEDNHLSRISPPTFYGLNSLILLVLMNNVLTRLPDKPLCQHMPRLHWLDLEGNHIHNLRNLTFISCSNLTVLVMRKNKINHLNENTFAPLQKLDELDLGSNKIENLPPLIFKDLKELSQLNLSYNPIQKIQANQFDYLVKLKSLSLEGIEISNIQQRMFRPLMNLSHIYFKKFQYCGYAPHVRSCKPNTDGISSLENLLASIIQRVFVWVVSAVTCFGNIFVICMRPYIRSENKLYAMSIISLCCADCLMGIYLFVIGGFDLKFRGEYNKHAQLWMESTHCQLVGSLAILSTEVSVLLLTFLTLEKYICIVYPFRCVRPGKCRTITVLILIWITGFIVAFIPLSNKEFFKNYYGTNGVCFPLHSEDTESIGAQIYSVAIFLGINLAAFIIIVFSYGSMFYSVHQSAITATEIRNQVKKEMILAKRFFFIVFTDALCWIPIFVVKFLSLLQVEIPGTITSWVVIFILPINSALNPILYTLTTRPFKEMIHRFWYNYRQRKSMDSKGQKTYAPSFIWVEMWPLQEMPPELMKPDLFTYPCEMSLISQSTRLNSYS
#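 HEK293 cells stably expressing RXFP1, treated 30 min at 37C with compounds plus PDE4 inhibitor Ro 20174; cAMP measured by HTRF TR-FRET. Normalized to buffer and 29 nM porcine relaxin; EC50 by Hill fit.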
# USP1-UAF1 inh = Inhibitors of USP1/UAF1: Primary Screen; Ubiquitin carboxyl-terminal hydrolase 1 (Homo sapiens), O94782; recombinant USP1/UAF1, Ub-Rhodamine cleavage fluorescence; Potency, µM (titrated, usually from 57.1 µM), inactives show at the highest dose activity change, negative = inhibition, most hits filed as inhibitors; 390,000 compounds, 0.23% hits; also: % is scaled to controls: 0 for no effect and ±100 for the full control effect; nearly all actives have a fitted effect of over 60% in size; inactives centre near -12
#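 In this screen, compounds sit with the deubiquitinase complex (1nM) for 15 min at room temperature before Ub-Rho is added at 150nM final. Fluorescence rise is then followed for 6 reads every 60 seconds.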
# IDH1 R132H inh = qHTS for Inhibitors of mutant isocitrate dehydrogenase 1 (IDH1): qHTS | Isocitrate dehydrogenase [NADP] cytoplasmic (Homo sapiens), O75874 | IDH1-R132H enzyme, NADPH consumption, diaphorase/resazurin fluorescence | Potency, µM (top dose mostly 76.6 µM), for the others: at the highest dose activity change, negative = inhibition, hits mostly inhibitors | 390,000 compounds, 0.093% hits; also: % is scaled to controls: 0 for no effect and ±100 for the full control effect; nearly all actives have a fitted effect of over 65% in size
#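 IDH1-R132H (0.5 ug/mL) preincubated 30 min with compound, then NADPH (0.016 mM) and alpha-KG (2 mM) added; 80 min at RT, pH 7.5. Remaining NADPH coupled via diaphorase/resazurin to fluorescence (540/590 nm); concentration-response curves normalized to no-enzyme control.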
# TrxR1 substrate = qHTS Assay for Substrates of Mammalian Selenoprotein Thioredoxin Reductase 1 (TrxR1): qHTS. Thioredoxin reductase 1, cytoplasmic (Rattus norvegicus), O89049. purified TrxR1 substrate turnover, NADPH consumption readout. Potency, µM (top dose mostly 114 µM), inactives show at the highest dose activity change, negative = substrate turnover. 390,000 compounds, 0.01% hits. AID 588456, 2011; also: % is scaled to controls: 0 for no effect and ±100 for the full control effect; nearly all actives have a fitted effect of over 50% in size
#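 Rat TrxR1, dispensed at 90 nM, was prereduced with 400 uM NADPH (final) for 5 min at ~22 deg C, then incubated with compound 15 min before 400 uM selenite. A first-read NADPH fluorescence drop versus no-compound background flagged substrates.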
# Vif-A3G inh = qHTS for Inhibitors of Vif-A3G Interactions: qHTS | HeLa A3G-eYFP + Vif (tagged APOBEC3G with the HIV-1 protein that degrades it), YFP fluorescence, overnight | 410,000 compounds, 0.076% hits | DNA dC->dU-editing enzyme APOBEC-3G (Homo sapiens), Q9HC16 | Potency, µM (titrated, usually from 46.1 µM), for the others: at the highest dose activity, negative = active, hits mostly inhibitors;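 also: % is scaled to controls: 0 for no effect and ±100 for the full control effect; nearly all actives have a fitted effect of over 60% in size; hits raise eYFP signal because A3G escapes Vif-driven loss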
# Target sequence (Q9HC16 whole entry, looked up): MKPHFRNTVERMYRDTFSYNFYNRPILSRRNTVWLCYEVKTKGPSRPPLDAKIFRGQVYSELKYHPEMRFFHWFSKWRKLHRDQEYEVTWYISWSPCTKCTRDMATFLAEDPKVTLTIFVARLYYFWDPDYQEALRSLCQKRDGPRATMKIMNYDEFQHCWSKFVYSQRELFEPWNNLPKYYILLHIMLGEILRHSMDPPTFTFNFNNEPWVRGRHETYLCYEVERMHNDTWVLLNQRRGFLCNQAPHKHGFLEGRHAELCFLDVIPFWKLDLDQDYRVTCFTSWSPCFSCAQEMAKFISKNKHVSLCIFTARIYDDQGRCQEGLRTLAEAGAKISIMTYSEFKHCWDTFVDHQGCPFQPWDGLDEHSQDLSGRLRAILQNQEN
#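 HeLa cells stably expressing Vif and C-terminally eYFP-tagged A3G, seeded overnight at 37 deg C, then exposed to compound by pintool overnight at 37 deg C. Rise in yellow fluorescence (Ex 488/Em 500-530, Acumen) marks blocked Vif-driven A3G degradation.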
# Vif-A3F inh = qHTS for Inhibitors of Vif-A3F Interactions: qHTS. HeLa A3F-eYFP + Vif (tagged APOBEC3F with the HIV-1 protein that degrades it), YFP fluorescence increase. Potency, µM (top dose mostly 46.1 µM), without a hit: top-dose activity, negative = active. 390,000 compounds, 0.2% hits. AID 602313, 2012; also: % of control where 0% means no effect; nearly all actives have a fitted effect of over 65% in size
#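 HeLa cells stably expressing Vif plus C-terminally eYFP-tagged A3F were seeded, incubated overnight at 37 deg C, dosed with compound, incubated overnight again at 37 deg C. Yellow fluorescence (Ex 488/Em 500-530) reported blocked Vif-mediated A3F-eYFP degradation.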
# RGS4 inhibitor = Inhibitors of Regulator of G Protein Signaling (RGS) 4: qHTS; Potency, µM (series often up to 114 µM), for the others: at the highest dose activity change, negative = inhibition, hits mostly inhibitors; Transcreener GDP fluorescence polarization, RGS4-accelerated GTP hydrolysis; 390,000 compounds, 0.039% hits; Regulator of G-protein signaling 4 (Homo sapiens), P49798; AID 504845, 2011; also: % is scaled to controls: 0 for no effect and ±100 for the full control effect; nearly all actives have a fitted effect of over 75% in size; some results filed as inactive show a strong effect at the top dose
#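 MLSMR compounds (23 nl, pin-transferred) preincubated 10 min at room temperature with a 500nM (2x) first reagent, then RGS4 at 900nM (2x) plus Transcreener GDP mix added; fluorescence polarization (620/688 nm) read before and after 90 min at 30 °C.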
# TrxR1 inh = qHTS Assay for Inhibitors of Mammalian Selenoprotein Thioredoxin Reductase 1 (TrxR1): qHTS; recombinant rTrxR1, NADPH fluorescence consumption, selenite substrate; Potency, µM (doses to about 114 µM), inactives show top-dose activity change, negative = inhibition, most hits filed as inhibitors; 390,000 compounds, 1% hits; AID 588453, 2011; also: % is scaled to controls: 0 for no effect and ±100 for the full control effect; nearly all actives have a fitted effect of over 65% in size
#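 Rat TrxR1 (90 nM in the dispensed reagent) was pre-reduced with 400 uM NADPH for 5 min at room temperature, then incubated with compound for 15 min. After 400 uM selenite was added, NADPH fluorescence (Ex 340/Em 450 nm) was followed for 8 min.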
# 12-LOX inh = Primary qHTS assay for inhibitors of human arachidonate 12S-lipoxygenase (ALOX12): Round 2; Polyunsaturated fatty acid lipoxygenase ALOX12 (Homo sapiens), P18054; Potency, µM (series often up to 108 µM), inactives show top-dose activity change, negative = inhibition, actives largely listed as inhibitors; 580,000 compounds, 1.1% hits; purified 12hLO, xylenol orange hydroperoxide absorbance; also: % is scaled to controls: 0 for no effect and ±100 for the full control effect
#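 Hydroperoxide product was detected by ferrous iron/xylenol orange as the 573 to 405 nm absorbance ratio. Arachidonic acid at 40 uM (final) was turned over for 30 min at room temperature by 150 nM human 12hLO, pH 7.0 Hepes buffer, after 15 min compound preincubation.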
# Numbers without * were called inactive; ? = inconclusive; . = not tested or not shown; [ ] = remark or other dose. Calls follow the shape of the dose curve; as a rule, active = well fitted curve in the direction sought with a large enough effect; inconclusive = small, poorly fitted or top-dose-only effect, or another doubt; inactive = no such curve, though single readings can be large; an effect the other way counts as inactive or inconclusive. Potency is read from the fitted curve at half-maximal effect.
SMILES,RXFP1 ag,USP1-UAF1 inh,IDH1 R132H inh,TrxR1 substrate,Vif-A3G inh,Vif-A3F inh,RGS4 inhibitor,TrxR1 inh,12-LOX inh
COc1ccccc1N1CCN(C(=O)Cn2cnc3sc(C)c(S(=O)(=O)N4CCC(C)CC4)c3c2=O)CC1,2.2%,-17%,-11%,-1%,0%,-2%,1%,20%,-20%
N#Cc1cc(C(=O)c2cc(F)ccc2O)cn(Cc2ccccc2)c1=O,0.1%,3%,6%,-8%,2%,0%,20%,-13%[57.1 µM],-26%
COc1ccc(/C=N/O)cc1COc1ccc(NC(C)=O)cc1,-0.8%,-5%,7%,-12%,2%,-11%,29%,-7%,-12%
COc1ccc(-n2c(SCc3ccccc3)nc3c([nH]c4ccccc43)c2=O)cc1,15%,-31%,8%,3%[57.1 µM],2%,-1%,-25%,20%[57.1 µM],-18%
Cc1cc(/C=N/NC(=O)c2ccncc2)c(C)n1-c1cccc(C(F)(F)F)c1,2.6%,-4%,-3%,1%[57.1 µM],2%,14%,-12%,-10%[57.1 µM],30%[activator]
COc1cccc(C(=O)NC(c2ccccc2)C2CCCC2)c1 (stereo not given),0.8%,-27%,-3%,0%[57.1 µM],-1%,-5%,?,17%[57.1 µM],-1%
CCCCC(=O)OCc1nc2ccccc2s1,-1.2%,-16%,9%,-8%,0%,13%,-29%,2%[57.1 µM],11%
C=CCSc1nc2sc3c(c2c(=O)[nH]1)CCC3,-2.1%,-19%,5%,10%[57.1 µM],0%,0%,8%,25%[57.1 µM],-9%
Cc1nc2sc(C(=O)NCc3ccc(Cl)cc3)c(NC(=O)c3ccccc3)c2c(C)c1C,1.6%,-23%,.,-2%,.,.,18%,8%,-22%
N#C/C(=C/Nc1ccccc1)c1ccsc1,-1.3%,5%,0%,-6%,-7%,-1%,20%,11%,-7%
COc1ccc(NC(=S)NCCCc2ccccc2)cc1,1.4%,-13%,9%,1%,2%,?,-7%,18%,?
CCCCC12CN3CC(C)(CN(C1)C3c1c(C)[nH]c(=O)[nH]c1=O)C2=O (stereo not given),0.3%,-8%,16%,-8%,3%,-4%,-5%,6%,-16%
Cc1ccc(C(=O)NC(=S)NCC2CCCO2)cc1 (stereo not given),2.3%,-24%,1%,-8%[57.1 µM],2%,-2%,-15%,-10%,10%
O=C(Cc1ccc([N+](=O)[O-])cc1)N/N=C/c1cccs1,0.0%,-18%,6%,-3%,-5%,-1%,-33%,-4%,-16%
Cn1c(Cn2c(=O)sc3ccccc32)nnc1SCC(=O)NC1CCCC1,0.3%,-10%,-5%,21%[57.1 µM],-6%,-8%,?,32%[57.1 µM],439%[activator]
N#Cc1c(N)c(C#N)c(-c2ccc(O)cc2)c2c1CCCC2,3.6%,-16%,-2%,41%,-8%,-17%,10%,11%[57.1 µM],?
COc1ccc([N+](=O)[O-])cc1C(=O)Nc1ccc(Cc2ccncc2)cc1,0.0%,-16%,-3%,5%,-3%,10%,18%,15%,-3%
COc1ccc(C(=O)N/N=C/c2c[nH]c3ccccc23)cc1,1.3%,-22%,4%,-10%,-1%,2%,-18%,4%[57.1 µM],3%
N#C/C(=C\c1c(F)cccc1Cl)c1nn(-c2ccccc2)c(-n2cccc2)c1C#N,1.6%,-23%,0%,4%[57.1 µM],-5%,6%,16%,12%[57.1 µM],0%
CC1CCCN(C(=O)c2cc(F)c(F)cc2Cl)C1 (stereo not given),0.9%,-16%,-1%,8%,3%,-1%,0%,14%,-18%
CN(C)C(=O)CSc1ccccc1C(=O)OCC(=O)NC1CC1,-0.1%,-19%,13%,12%,-1%,4%,-6%,23%,-7%
Cc1nnc(N/N=C/c2ccco2)n1N,-1.3%,-17%,10%,-1%[57.1 µM],-3%,-8%,-42%,12%[57.1 µM],?
CCc1nccn1S(=O)(=O)c1ccccc1[N+](=O)[O-],3.3%,-21%,-2%,2%,-6%,7%,-8%,4%,1%
Cc1noc(C)c1NC(=O)Nc1ccc2c(c1)C(=O)N([C@H](C)CO)C[C@H](C)[C@@H](CN(C)C(=O)NC1CCCCC1)O2,.,25%,-2%,-4%,1%,1%,-1%,-17%,-6%
Cc1ccc(OCc2nnc(NC(=O)OCC(C)C)s2)cc1,-0.3%,-24%,0%,-4%,0%,5%,7%,8%,0%

# A draw from above in order of SMILES length, highest first.
SMILES,RXFP1 ag,USP1-UAF1 inh,IDH1 R132H inh,TrxR1 substrate,Vif-A3G inh,Vif-A3F inh,RGS4 inhibitor,TrxR1 inh,12-LOX inh
N#Cc1cc(C(=O)c2cc(F)ccc2O)cn(Cc2ccccc2)c1=O,0.1%,3%,6%,-8%,2%,0%,20%,-13%[57.1 µM],-26%
COc1cccc(C(=O)NC(c2ccccc2)C2CCCC2)c1 (stereo not given),0.8%,-27%,-3%,0%[57.1 µM],-1%,-5%,?,17%[57.1 µM],-1%
Cc1ccc(OCc2nnc(NC(=O)OCC(C)C)s2)cc1,-0.3%,-24%,0%,-4%,0%,5%,7%,8%,0%

# Profiles from above. Order of values: RXFP1 ag, USP1-UAF1 inh, IDH1 R132H inh, TrxR1 substrate, Vif-A3G inh, Vif-A3F inh, RGS4 inhibitor, TrxR1 inh, 12-LOX inh
# Cc1nc2sc(C(=O)NCc3ccc(Cl)cc3)c(NC(=O)c3ccccc3)c2c(C)c1C in the list: 1.6%, -23%, ., -2%, ., ., 18%, 8%, -22%
# O=C(Cc1ccc([N+](=O)[O-])cc1)N/N=C/c1cccs1 in the list: 0.0%, -18%, 6%, -3%, -5%, -1%, -33%, -4%, -16%

# Some values from above.
# N#C/C(=C/Nc1ccccc1)c1ccsc1 | Vif-A3G inh = -7%
# CCCCC(=O)OCc1nc2ccccc2s1 | IDH1 R132H inh = 9%
# Cn1c(Cn2c(=O)sc3ccccc32)nnc1SCC(=O)NC1CCCC1 | TrxR1 substrate = 21%[57.1 µM]

# Continued:
SMILES,RXFP1 ag,USP1-UAF1 inh,IDH1 R132H inh,TrxR1 substrate,Vif-A3G inh,Vif-A3F inh,RGS4 inhibitor,TrxR1 inh,12-LOX inh
COc1cc(/C=N/Nc2ccc(C)cc2)cc(Br)c1O,0.0%,2%,-4%,-7%,-2%,-27%,-29%,-60%,10µM*
CN(C(=O)CSc1nnc(-c2ccccc2F)n1N)C1CCCCC1,-0.2%,-17%,6%,-4%,-3%,2%,28%,-3%,26%
c1ccc(Cn2nnc3c(N4CCCCCC4)ncnc32)cc1,-1.6%,0%,2%,-12%,-12%,-8%,0%,-17%,-13%
CN1C(=O)C(C)(C)c2cc(S(=O)(=O)N3CCCC(C(=O)NCc4ccc(F)cc4)C3)ccc21 (stereo not given),-1.6%,-26%,-10%,-1%,-2%,-2%,-10%,3%,7%[57.4 µM]
C=CCn1c(SCc2ccc(C(=O)O)cc2)nc2sc(C)c(C)c2c1=O,14%,-22%,3%,3%,-5%,-1%,-15%,-20%,-15%
COC(=O)N1CCCc2cc(C)ccc21,0.2%,-4%,-5%,6%,-2%,-12%,11%,-1%,0%
c1ccc(CN2C3=NCCN3c3ccccc32)cc1,0.7%,-13%,8%,9%[0.457 µM],-1%,-10%,3%,-4%,-8%
CCCCOC(=O)C1=C(C)Nc2ncnn2C1c1cccc(OC)c1OC (stereo not given),3.2%,-16%,-2%,-8%,0%,-5%,26%,1%,-20%
CCC1CCCCN1CCCNC(=O)Cn1nc(-c2ccc(C)cc2)ccc1=O (stereo not given),-3.7%,-5%,-2%,9%,0%,-18%,1%,-5%,-5%
Cc1cc(=O)[nH]c(NN=C2C3CC4CC(C3)CC2C4)n1,1.8%,-23%,4%,-3%,0%,0%,-31%,-5%,-3%
COc1cccc(N2CCN(C(=O)c3cccn3-c3nnc(N4CCCC4)s3)CC2)c1,-2.6%,?,-19%,-5%[57.1 µM],3%,0%,9%,-1%[57.1 µM],-25%
COc1ccc(C)cc1NC(=O)CSc1ccc(Cl)cc1,-2.1%,-22%,0%,-2%,-7%,-22%,-4%,17%,-9%
O=C(Oc1ccccc1C(=S)N1CCOCC1)c1cccc([N+](=O)[O-])c1,0.5%,-12%,20%,12%[0.0914 µM],0%,-17%,-16%,18%[0.0914 µM],-24%
COc1cccc(C2CC(c3ccc(C)cc3)=NN2C(=O)c2ccccc2F)c1OC (stereo not given),-1.5%,-21%,-6%,-10%,-6%,-3%,10%,9%,2%
Cc1ccc(C(=O)NCC(c2ccco2)N2CCc3ccccc32)cc1 (stereo not given),0.2%,-23%,1%,-12%,2%,9%,5%,0%,?
CC(C)CCNC(=O)CCCN1C(=O)c2ccccc2Sc2ncccc21,-2.2%,4%,-6%,0%,-4%,-8%,-9%,?,0%

# Only part of the results is shown (hit frequency here may not be typical).
